Source: PubChem BioAssay
NPR2 activator: GC-B (human) receptor activation | AID 1920062 | activation, % at 10 µM | HEK293-GC-B cells, CNP EC30, cGMP TR-FRET; 0% at EC30 CNP, 100% saturating CNP | 0.11% of 370,000 active;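 active means activation at 10 µM reaching about 35% in either raw or pattern-adjusted values, limit read from the data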
HTRA1 inh: HTRA1 (human) protease inhibition; Q92743; recombinant HTRA1, FP-rhodamine activity-based probe, fluorescence polarization; inhibition, % at 5.96 µM; 0.5% of 340,000 active; in the data active means inhibition above about 36%;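 further: 0% = enzyme with DMSO and 100% = wells lacking enzyme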
TDP2 absorb: blocks human TDP2 phosphodiesterase activity | O95551 | recombinant TDP2, T5PNP hydrolysis, p-nitrophenol absorbance 415 nm | inhibition, % at 12.8 µM | 0.34% of 370,000 active | AID 720702;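 active means inhibition above the mean of all tested compounds plus 3 SD, set per campaign, cut at about 25% in these data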;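 further: 0% = DMSO with enzyme and 100% = buffer with substrate but no TDP2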
Target sequence (O95551 whole entry, looked up): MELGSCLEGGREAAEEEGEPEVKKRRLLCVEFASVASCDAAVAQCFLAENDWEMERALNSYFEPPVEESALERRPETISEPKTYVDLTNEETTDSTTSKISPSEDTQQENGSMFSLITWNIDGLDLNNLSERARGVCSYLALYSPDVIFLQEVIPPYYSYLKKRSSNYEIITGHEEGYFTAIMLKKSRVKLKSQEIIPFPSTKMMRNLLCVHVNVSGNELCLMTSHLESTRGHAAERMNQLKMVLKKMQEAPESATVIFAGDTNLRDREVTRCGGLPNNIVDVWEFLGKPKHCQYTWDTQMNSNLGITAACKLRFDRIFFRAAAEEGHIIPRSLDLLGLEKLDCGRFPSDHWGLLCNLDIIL
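System: recombinant human TDP2 / Amount: 120 nM TDP2 per well / Also added: 5 mM T5PNP chromogenic substrate / Doses: 12.8 µM single point, 1% DMSO / Incubation: 2 h at 37 °C / Detection: p-Nitrophenol epi absorbance / Evaluation: % inhibition relative to enzyme-containing and enzyme-free wells / Repeats: singlicate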
LEDGF integ inh: blocks HIV-1 LEDGF/p75-dependent DNA integration. TR-FRET IN-LEDGF/p75 DNA integration, Eu/Cy5. inhibition, % at 3.7 µM. 0.64% of 370,000 active;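 active means inhibition above the screen-wide mean plus 3 SD, cut at about 13% in these data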;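 further: signal is the Cy5 over europium emission ratio at 671 and 618 nm; 0% = plate median of compound wells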
PRMT1 FP inh: inhibitors of human PRMT1 | Q99873 | 1.3% of 370,000 active | recombinant PRMT1, activity-based probe fluorescence polarization | inhibition, % at 2.79 µM;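 active means inhibition above about 21% made by adding two undisclosed values, limit read from the data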
MBD2 inh: inhibitors of human MBD2 binding to methylated oligonucleotide. TR-FRET. inhibition, % at 4.4 µM. 0.31% of 370,000 active. AID 686964; in the data active means inhibition above about 13%
ABHD4 inh: inhibits mouse alpha/beta hydrolase domain 4; AID 720543; 0.54% of 370,000 active; inhibition, % at 8.92 µM; Q8VD66; purified mABHD4, FP-Rh probe fluorescence polarization;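 active means inhibition exceeding the mean over every tested compound plus 3 SD, cut at about 30% in these data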;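 further: 0% = plate median of compound wells and 100% = S159A mutant with DMSO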
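Assay system: Wild-type mouse ABHD4 protein | Medium: HEPES pH 7.0 buffer, 150 mM NaCl, 0.01% Pluronic F-127 | Incubation: Enzyme–compound pre-incubation 45 min, then probe 60 min, both 25 °C | Technique: Fluorescence polarization with parallel and perpendicular emission, 525/598 nm | Evaluation: % inhibition of FP-Rh probe binding versus controls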
rCAG RNA binder: r(CAG) repeat RNA binding; TO-PRO-1 dye displacement fluorescence; inhibition, % at 3 µM; 1.3% of 370,000 active; AID 651821;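 active means inhibition above the plate cutoff, the mean of all test compounds on that plate plus 3 SD, cut at about 35% in these data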;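 further: 0% = DMSO alone and 100% = 100 µM mitoxantrone as full dye displacement; higher means more dye released from RNA so lower well fluorescence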
TCR CD3 inh: blocks the human TCR-CD3 interaction; TAMRA-labeled TCR probe fluorescence, biochemical; 0.37% of 360,000 active; inhibition, % at 9.4 µM; in the data active means inhibition above about 19%;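 further: recombinant mutant TCR 2C K166C tagged with TAMRA read by polarization; 0% = receptor in buffer alone and 100% = receptor with positive control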
SIAE primary: inhibitors of human sialic acid acetylesterase SIAE | Q9HAT2 | SIAE FP-Rh probe binding, fluorescence polarization | inhibition, % at 9.66 µM | 0.69% of 370,000 active;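 active means inhibition above a cutoff: mean of compounds within the control limits plus 3 SD of those, cut at about 17% in these data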;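 further: 0% = plate median of compound wells and 100% = probe without SIAE protein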
Target sequence (Q9HAT2 whole entry, looked up): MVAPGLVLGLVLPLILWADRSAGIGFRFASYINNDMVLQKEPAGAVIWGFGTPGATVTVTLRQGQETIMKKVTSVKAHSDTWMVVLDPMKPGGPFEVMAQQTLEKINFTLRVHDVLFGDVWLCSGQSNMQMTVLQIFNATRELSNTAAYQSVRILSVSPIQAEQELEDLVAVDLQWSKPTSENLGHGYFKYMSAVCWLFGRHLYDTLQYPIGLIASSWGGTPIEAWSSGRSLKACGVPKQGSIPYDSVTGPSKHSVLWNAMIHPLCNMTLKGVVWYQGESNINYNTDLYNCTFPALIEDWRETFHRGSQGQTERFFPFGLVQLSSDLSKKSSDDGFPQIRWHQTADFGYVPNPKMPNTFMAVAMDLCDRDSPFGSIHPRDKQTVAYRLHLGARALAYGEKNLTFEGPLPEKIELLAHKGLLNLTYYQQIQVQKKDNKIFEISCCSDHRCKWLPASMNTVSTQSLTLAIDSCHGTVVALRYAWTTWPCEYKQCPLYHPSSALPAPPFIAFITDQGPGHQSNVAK
An asterisk follows results filed as active; . = not tested or not shown.

(1) COC(=O)COc1coc(CN2CCN(c3cccc(Cl)c3)CC2)cc1=O
(2) CCOC(=O)c1csc(NNC=O)n1
(3) NC(=NCc1ccccc1)c1cccc([N+](=O)[O-])c1
(4) COc1ccc(NC(=O)Cc2c(F)cccc2Cl)cc1
(5) Cc1ccc(CNC(=O)c2nn(C)c(C)c2[N+](=O)[O-])cc1
(6) COc1ccc(Cc2nnc(NC(=O)Nc3ccc(F)cc3)s2)cc1
(7) CC(C)Oc1ccc(C(=O)OCC(=O)NC(=O)NC2CCCC2)cc1
(8) CC[C@H](NC(=O)[C@@H](Cc1ccccc1)NC(=O)[C@H]1O[C@@H](n2ccc(=O)[nH]c2=O)[C@H](O)[C@@H]1O)c1ccccc1
(9) CC(=O)N1CCN(c2ccc([N+](=O)[O-])c(NCC3CCCO3)c2)CC1 (centres undefined)
(10) O=C(c1ccc(F)cc1)N1CCCCC(Sc2nnnn2-c2ccccc2)C1=O (centres undefined)

compound no.	1	2	3	4	5	6	7	8	9	10
NPR2 activator	-6	4	4	3	1	1	2	-2	2	-9
HTRA1 inh	8	2	3	-12	5	-3	10	.	-7	-3
TDP2 absorb	6	-12	-1	1	-6	7	-4	-2	-1	-5
LEDGF integ inh	7	-1	1	-1	2	2	-1	6	2	-5
PRMT1 FP inh	-3	1	2	-1	-2	0	2	-5	-1	-3
MBD2 inh	5	-1	-3	1	0	-4	-1	4	-5	-6
ABHD4 inh	0	8	-3	1	5	-6	-4	-2	-4	-2
rCAG RNA binder	-5	3	0	0	2	34	-2	3	0	-1
TCR CD3 inh	-1	12	5	1	-3	4	-1	3	-12	3
SIAE primary	-2	0	-9	1	-4	-7	1	-8	1	-3

(11) O=C(OCc1ccc([N+](=O)[O-])cc1)C1CC(=O)N(c2ccccc2)C1 (centres undefined)
(12) CCOC(=O)C1(Cc2ccccc2)CCCN(C(=O)C=C(C)C)C1 (centres undefined)
(13) COc1ccc(Cl)cc1C1=CC(=O)C[C@H](c2ccc(F)cc2)C1
(14) O=C(Nc1c2c(nn1-c1ccccc1)CS(=O)(=O)C2)c1ccccc1C(F)(F)F
(15) C/C(=N\NC(=O)Cn1c(C)nc2ccccc21)c1cccs1
(16) Cc1cnc(NC(=O)NCC2CCCC(CNC(=O)Nc3ncc(C)s3)C2)s1 (centres undefined)
(17) S=C(Nc1ccccc1Cl)N1CCCCC1
(18) CC(C)C(=O)Nc1c2c(nn1-c1ccc(F)cc1)CSC2
(19) O=C(CN1CCN(c2ncccn2)CC1)N1CCc2ccccc21
(20) O=C(COC(=O)/C=C/c1cccc(Br)c1)NC1CCCC1

compound no.	11	12	13	14	15	16	17	18	19	20
NPR2 activator	.	3	-1	-2	-4	-3	2	-1	0	2
HTRA1 inh	-4	0	-25	6	1	-29	2	3	-7	-1
TDP2 absorb	5	-13	-12	-17	-10	-18	-3	11	-1	-23
LEDGF integ inh	1	-1	-3	0	-1	1	1	-1	-4	6
PRMT1 FP inh	-2	4	-1	-1	2	-4	-2	-4	1	-5
MBD2 inh	-2	2	-3	-1	-1	-5	1	1	2	-6
ABHD4 inh	-3	-9	-17	0	-3	3	-2	1	-4	-10
rCAG RNA binder	1	-3	-6	1	-1	4	7	2	-7	0
TCR CD3 inh	0	2	5	-3	7	7	-6	3	1	8
SIAE primary	0	0	7	-3	-10	9	-5	1	-2	-5

Part of the list above in order of formula weight, falling.
(8) CC[C@H](NC(=O)[C@@H](Cc1ccccc1)NC(=O)[C@H]1O[C@@H](n2ccc(=O)[nH]c2=O)[C@H](O)[C@@H]1O)c1ccccc1
(20) O=C(COC(=O)/C=C/c1cccc(Br)c1)NC1CCCC1
(9) CC(=O)N1CCN(c2ccc([N+](=O)[O-])c(NCC3CCCO3)c2)CC1 (centres undefined)
(11) O=C(OCc1ccc([N+](=O)[O-])cc1)C1CC(=O)N(c2ccccc2)C1 (centres undefined)
(17) S=C(Nc1ccccc1Cl)N1CCCCC1
(2) CCOC(=O)c1csc(NNC=O)n1

compound no.	8	20	9	11	17	2
NPR2 activator	-2	2	2	.	2	4
HTRA1 inh	.	-1	-7	-4	2	2
TDP2 absorb	-2	-23	-1	5	-3	-12
LEDGF integ inh	6	6	2	1	1	-1
PRMT1 FP inh	-5	-5	-1	-2	-2	1
MBD2 inh	4	-6	-5	-2	1	-1
ABHD4 inh	-2	-10	-4	-3	-2	8
rCAG RNA binder	3	0	0	1	7	3
TCR CD3 inh	3	8	-12	0	-6	12
SIAE primary	-8	-5	1	0	-5	0

Next entries follow:
(21) Cn1c(=O)[nH]c(=O)c2c1[nH]c(=S)n2Cc1ccc(Cl)cc1
(22) Cn1c(=O)c2c(ncn2CC(=O)NCc2cccnc2)n(C)c1=O
(23) O=C(CN1CCN(c2ccccc2)CC1)Nc1ccccc1Cl
(24) CCCN1C(=O)C(Cc2nc3ccccc3c(=O)n2-c2ccccc2)c2cc(C)ccc21 (centres undefined)
(25) COC(=O)Cn1c(CN2CCOCC2)nc2c1c(=O)[nH]c(=O)n2C
(26) CCOc1ccc(NC(=O)c2c3c(nc4ccccc24)CCC3)cc1
(27) CCOC(=O)CN1C(=O)C(O)(CC(=O)c2ccc3c(c2)CCCC3)c2ccccc21 (centres undefined)
(28) CCCCCOC(=O)CSc1nnc(-c2ccccc2)c(=O)[nH]1
(29) O=C(N/N=C\C1CC=CCC1)c1ccc(Br)o1 (centres undefined)
(30) Cn1ncc2c(Nc3ccccc3Cl)nc(Nc3ccccc3Cl)nc21

compound no.	21	22	23	24	25	26	27	28	29	30
NPR2 activator	3	-2	-1	-24	-3	-5	-5	-1	1	3
HTRA1 inh	4	-3	-1	-12	2	-5	-6	-10	-1	-76
TDP2 absorb	19	-3	1	-4	3	3	-4	-10	-11	-4
LEDGF integ inh	-4	1	1	2	1	2	-1	1	-1	1
PRMT1 FP inh	3	2	-1	-1	0	-5	3	0	-3	0
MBD2 inh	4	2	3	2	-2	-2	-2	1	0	-2
ABHD4 inh	-7	-1	-2	-10	1	0	-6	-7	-1	-22
rCAG RNA binder	0	0	-6	-2	0	3	-4	2	-3	10
TCR CD3 inh	1	-1	-2	3	-7	-4	8	2	4	4
SIAE primary	3	-1	6	3	-3	11	1	-1	3	-17

(31) O=C(Nc1ccccc1O)c1ccc2c(c1)C(=O)N(Cc1ccco1)C2=O
(32) CC(=O)N[C@@H](Cc1c[nH]c2ccccc12)C(=O)OCc1cc(C(F)(F)F)cc(C(F)(F)F)c1
(33) N#CC1CCN(C(=O)c2ccc3c(Cl)c4c(nc3c2)CCCC4)CC1
(34) COCCSc1ccccc1C(=O)N1CCC(Cc2ccccc2)CC1
(35) O=C(CCC(=O)Nc1nnc(C2CCCCC2)s1)Nc1ccccc1
(36) O=C(CSc1nnnn1C1CCCCC1)N1c2ccccc2Sc2ccccc21
(37) O=c1[nH]c2ccccc2nc1NCCN1CCOCC1
(38) O=C(O)C(c1ccccc1)N1C(=O)/C(=C\c2ccc(-c3ccc(Br)cc3)o2)SC1=S (centres undefined)
(39) NS(=O)(=O)c1ccc(NC(=O)C2Cc3ccccc3C(=O)O2)cc1 (centres undefined)
(40) O=C(c1oc2ccccc2c1N1CCCCC1)N1CCCCC1

compound no.	31	32	33	34	35	36	37	38	39	40
NPR2 activator	6	2	2	-10	-3	-17	6	-1	3	-8
HTRA1 inh	-12	-28	-2	-13	-1	-27	-4	-1	-4	-3
TDP2 absorb	-1	8	5	-1	6	-1	-1	-7	1	7
LEDGF integ inh	3	1	0	-3	0	1	-1	5	3	-1
PRMT1 FP inh	1	-1	-1	3	5	1	-2	4	-2	1
MBD2 inh	0	2	2	2	5	2	-6	7	-7	1
ABHD4 inh	-5	-8	8	4	-3	3	-2	4	-1	5
rCAG RNA binder	12	-2	-7	-12	2	1	3	34	-1	-3
TCR CD3 inh	4	-1	-6	1	4	-1	0	7	9	1
SIAE primary	-12	0	-1	-9	-5	2	-4	-2	10	-2

(41) CN1CCN(C(=O)c2ccc(CNS(=O)(=O)c3cccc(Cl)c3)cc2)CC1
(42) COc1ccc(CNC(=O)C(C)OC(=O)c2cccc(N(C)C)c2)cc1 (centres undefined)
(43) COc1ccccc1CNC(=O)CN(C)S(=O)(=O)c1ccc2c(c1)n(C)c(=O)c(=O)n2C
(44) C=C(C)C(=O)OCC(=O)NCc1ccccc1
(45) Cc1cc(Br)cn2c(Cc3ccsc3)c(-c3cccc(Br)c3)nc12
(46) Cc1cccc(NC(=O)CS(=O)(=O)c2c[nH]c3ccccc23)c1C
(47) CC1CN(CCCCOc2ccc(C(C)C)cc2)CC(C)O1 (centres undefined)
(48) CC1=C(C(=O)OCc2ccc3c(c2)OCO3)C(c2ccccc2)NC(=O)N1 (centres undefined)

compound no.	41	42	43	44	45	46	47	48
NPR2 activator	0	2	-2	2	-7	2	4	6
HTRA1 inh	-2	4	6	-2	.	-7	2	-12
TDP2 absorb	-28	3	9	0	-3	-9	9	3
LEDGF integ inh	3	-2	0	-2	3	1	-1	4
PRMT1 FP inh	0	0	1	2	5	-1	1	-2
MBD2 inh	-2	4	-1	0	3	-2	-4	4
ABHD4 inh	0	4	-2	3	3	-1	19	0
rCAG RNA binder	2	3	0	2	8	-2	-10	-5
TCR CD3 inh	-7	-3	-5	0	1	3	8	2
SIAE primary	-12	3	4	-1	9	-7	4	-1

An excerpt; the hit share may differ from the screen's.
